Source: PubChem BioAssay
PhoP GFP inhibition: Inhibition of PhoP regulon, Salmonella typhi GFP reporter cells, confirmation, 4 h (AID 1850); Salmonella Typhi PhoP-promoter GFP reporter, fluorescence, 4 h; higher % means a stronger effect; inhibition, % at 50 µM, or IC50 in µM where a hit was titrated; 0.33% of 310,000 active; in the data active = a potency from the dose series; inconclusive = inhibition mostly from about 25% at the one dose, without a potency; inactive = the rest, 99 in 100 with inhibition below about 19%;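 also: 0% = induced wells with vehicle and 100% = uninduced wells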
VEEV TC-83 Vero: inhibitors of VEEV TC-83 cytopathic effect, confirmation, Vero cells (AID 588727); Vero cells, VEEV TC-83 cytopathic effect inhibition; higher % means a stronger effect; inhibition, % at 20 µM, or IC50 in µM where a hit was titrated; 0.13% of 350,000 active; in the data active = a potency from the dose series; inconclusive = inhibition mostly from about 14% at the one dose, without a potency; inactive = the rest, 99 in 100 with inhibition below about 12%; also: strong numbers were not always called active
tuberculosis growth: growth inhibition of non-replicating M. tuberculosis (AID 488890). Mycobacterium tuberculosis non-replicating, growth inhibition; higher % means a stronger effect. inhibition, % at 25 µM, or IC50 in µM where a hit was titrated. 0.39% of 320,000 active; in the data active = a potency from the dose series; inconclusive = inhibition mostly from about 82% at the one dose, without a potency; inactive = the rest, 99 in 100 with inhibition below about 76%;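 also: plate controls were DMSO cells for no effect and high antibiotic wells for full effect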
influenza NS1A: H1N1 influenza NS1A inhibitors, functional cell based assay (AID 504329); NS1A functional cell-based assay, percent inhibition; higher % means a stronger effect; inhibition, % at 12.5 µM, or IC50 in µM where a hit was titrated; 0.3% of 340,000 active; in the data active = a potency from the dose series; inconclusive = inhibition above about 27% without an active follow-up result; also: strong numbers were not always called active
H37Rv inhibition: M. tuberculosis growth inhibition, HTS (AID 449762); 0.59% of 330,000 active; M. tuberculosis H37Rv growth inhibition, 7H9 media; higher % means a stronger effect; inhibition, % at 25 µM, or IC50 in µM where a hit was titrated; in the data active = a potency from the dose series; inconclusive = inhibition above about 70% without an active follow-up result;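 also: bacterial growth assessed after seven days of incubation; strong numbers were not always called active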
VEEV TC-83 Vero 10K pilot screen: second read-out of VEEV TC-83 Vero, no call of its own (marks repeat the call); inhibition, %; measured here: 10K pilot screen inhibition
* marks the source's active call; other numbers are inactive results; i = inactive; ? = inconclusive; . = not tested or not shown; & = joins results of further samples.

Start of the listing, in advance:
SMILES | PhoP GFP inhibition | VEEV TC-83 Vero | tuberculosis growth | influenza NS1A | H37Rv inhibition | others
CCOC(=O)C1=C(C)NC(=O)NC1c1ccoc1 (stereo unspecified) | -2.5% | 0.3% | 0.2% | 3.9% | -1.9%
CCOc1ccc(Cl)cc1C(c1c(C)[nH][nH]c1=O)c1c(C)[nH][nH]c1=O | -2.6% | 1.0% | -2.2% | -2.8% | 6.5%
CCOc1ccc(S(=O)(=O)n2c(C)nc3ccccc32)cc1 | -6.5% | 1.5% | . | 5.6% | -8.9%

Results (from the top)
SMILES | PhoP GFP inhibition | VEEV TC-83 Vero | tuberculosis growth | influenza NS1A | H37Rv inhibition | others
CCOC(=O)C1=C(C)NC(=O)NC1c1ccoc1 (stereo unspecified) | -2.5% | 0.3% | 0.2% | 3.9% | -1.9%
CCOc1ccc(Cl)cc1C(c1c(C)[nH][nH]c1=O)c1c(C)[nH][nH]c1=O | -2.6% | 1.0% | -2.2% | -2.8% | 6.5%
CCOc1ccc(S(=O)(=O)n2c(C)nc3ccccc32)cc1 | -6.5% | 1.5% | . | 5.6% | -8.9%
CN(CC(=O)Nc1ccccc1Cl)C(=O)CSc1ncc(C(F)(F)F)cc1Cl | 5.3% | 0.4% | 28.6% | -7.0% | 3.8%
Cc1nc([N+](=O)[O-])c(C(=O)O)n1C | -1.5% | 0.4% | -2.2% | -1.2% | 0.5%
CCN(C(=O)COC(=O)c1ccc(Cl)c(N)c1)C1CCS(=O)(=O)C1 (stereo unspecified) | -1.0% | 0.2% | -4.4% | -8.1% | -6.3%
Nc1ccc2c(c1)C(=O)Cc1ccccc1S2 | -7.5% | 2.1% | 3.6% | -12.2% | 0.3%
COC(=O)C1=C(C(=O)OC)[C@@H]2Nc3ccccc3[C@@]23C[C@@H](C(=O)OC)N(C(=O)NC2CCCCC2)C3=N1 | -1.8% | . | 31.2% | . | 5.1%
COc1ccc(C(=O)CCC(=O)N2CCN(c3ccc(N4CCOCC4)nn3)CC2)cc1 | -8.4% | 2.0% | 20.3% | 0.9% | -3.5%
CCCCOc1ccccc1C1C(C(=O)OC)=CN(CC)C=C1C(=O)OC | -7.7% | 8.0% | 12.3% | -12.6% | -6.3%
O=C(Nc1cccc(C(=O)N2CCCCC2)c1)c1ccccc1Br | -6.4% | 1.1% | 2.9% | -1.5% | -5.4%
CC(C)(Oc1ccc(CCNC(=O)c2ccc(-c3ccc(Cl)cc3)o2)cc1)C(=O)O | 2.2% | 4.9% | -3.0% | . | 5.7%
O=C1CSCC(=O)N1Cc1ccc(Cl)cc1Cl | -17.2% | i | -6.5% | 1.9% | 9.1%
CCSc1nnc(Cc2cc(=O)[nH]c(=O)[nH]2)n1-c1ccc(Cl)cc1 | . | 1.2% | . | 0.9% | 2.9%
Cc1cc(-c2ccc(C)c(S(=O)(=O)NCCCN3CCCCCC3)c2)on1 | -1.6% | 0.7% | 7.2% | 5.5% | 1.8%
COc1ccc(C2CC(c3ccc4ccccc4c3OC(C)=O)=NN2C(C)=O)cc1 (stereo unspecified) | -1.0% | 0.4% | 36.2% | 6.7% | 1.6%
CCOc1ccc(OCCC(=O)OC(C)C(=O)Nc2ccc(Cl)cn2)cc1 (stereo unspecified) | . | 2.0% | . | -8.9% | .
Brc1ccc(-c2noc3c2-c2nc(-c4ccccc4)sc2CC3)cc1 | 1.2% | 0.3% | -17.2% | -1.6% | -1.6%
Cc1ccc(C(=O)OC(C)CN2C(C)CCCC2C)cc1 (stereo unspecified) | -16.2% | 1.1% | 13.1% | -6.0% | -3.1%
Cc1sc2ncnc(NCCCn3ccnc3)c2c1C | 1.7% | 0.4% | -3.6% | 7.4% | -9.3%
CN(C(=O)c1ccc2nc(N)sc2c1)c1ccccc1 | -7.0% | 1.2% | -15.7% | -6.8% | -7.2%
CCOC(=S)SCC(=O)Nc1ncc(C)s1 | 15.8% | 0.7% | ? | 14.8% | 6.7%
COCCCNC(=O)c1ccc(Cn2c(=O)c3ccccc3n(Cc3cc(C)ccc3C)c2=O)cc1 | -3.5% | 6.0% | 17.0% | 2.9% | -8.3%
CCOC(=O)c1c(N)n(Cc2ccccc2)c2nc3ccccc3nc12 | -5.0% | 1.3% | 25.1% | -5.4% | -2.4%
COC(=O)CCC(=O)N1CCCC(N2CCN(c3cccc(C(F)(F)F)c3)CC2)C1 (stereo unspecified) | -0.3% | i | -1.6% | -6.5% | 7.9%
O=C(Nc1ccnn1C1CCN(C2CCC2)CC1)c1ccccc1 | 4.7% | 1.5% | -5.9% | -10.0% | -0.9%
CSCc1c(C(=O)Nc2ccc(N3CCOCC3)cc2)oc2ccccc12 | 20.0% | 0.7% | -36.3% | 8.5% | -4.7%
CCOC(=O)CSc1nc(-c2ccccc2)nc2ccc(C)cc12 | 4.8% | 2.1% | 12.7% | -1.7% | 3.4%
COc1ccc(NC(=O)Nc2ccc3c(c2)CC(=O)N([C@H](C)CO)C[C@@H](C)[C@H](CN(C)C(=O)Nc2ccccc2)O3)cc1 | . | 0.1% | 13.3% | 16.4% | -5.8%
COc1ccc([C@@H]2[C@@H]3C(=O)N(C(C)(C)C)C(=O)[C@@H]3[C@]3(Cc4ccccc4)C(=O)N(c4cccc(F)c4)C(=O)N23)cc1 | 8.1% | 3.0% | 22.3% | 6.0% | -1.1%
Cc1coc2cc3oc(=O)c(CCC(=O)NCCN4CCOCC4)c(C)c3cc12 | -2.8% | i | 9.4% | -0.7% | -9.7%
O=C(COc1ccc(Cl)cc1)N1CCN(Cc2ccc3c(c2)OCO3)CC1 | 8.2%&-14.0% | 6.1%&1.6% | -0.5%&25.8% | 0.2%&4.7% | -6.4%&9.1%
C/C(=N/NC(=O)c1ccc(Cl)s1)c1cccnc1 | 3.8% | 8.6% | ? | -7.4% | -2.9%
CCOc1ncccc1C(=O)NCc1ccccc1F | -1.9% | 2.0% | -3.5% | -6.0% | -2.0%
CCN1CCN(c2ccc(S(=O)(=O)N3CCCCC3)cc2NC(=O)CC(NC(C)=O)c2ccccc2)CC1 (stereo unspecified) | -10.5% | 1.7% | -8.9% | 10.6% | -4.5%
COc1ccc(CNC(=O)c2ccc(Cn3cc(Cl)cn3)o2)cc1 | -7.9% | 0.2% | -16.5% | -6.7% | 0.3%
C=CC(=O)NC(C)(C)Cc1ccccc1 | -8.2% | i | 2.6% | -11.5% | -15.9%
CC1CCCN(c2nc3c(c(=O)n(C)c(=O)n3C)n2Cc2ccccc2)C1 (stereo unspecified) | -7.8% | 2.4% | 40.4% | 8.7% | 9.5%
CCCn1c(C(C)NC(=O)c2ccccc2)n[nH]c1=S (stereo unspecified) | 3.7% | i | 13.1% | -22.7% | -6.8%
CCCCn1c(NC(=O)c2ccco2)c(S(=O)(=O)c2ccc(C)cc2)c2nc3ccccc3nc21 | . | 5.2% | . | -1.8% | .
Cc1ccc(CNS(=O)(=O)c2c(C(=O)N3CCCCCC3)c(C)n(C)c2C)cc1 | -6.1% | i | 8.2% | -4.8% | -7.5%
COc1ccc(N(Cc2nnc3n2CCCCC3)C(=O)Nc2ccccc2)cc1 | 2.1% | 0.5% | 2.0% | 7.2% | 1.8%
Cn1c(=O)[nH]c(=O)c2c1nc(N1CCCCC1)n2CC(O)COc1ccccc1 (stereo unspecified) | -3.2% | i | 8.5% | -6.6% | 7.8%
COc1cccc(NC(=O)c2ccccc2N2C(=O)C3C4C=CC(C4)C3C2=O)c1 (stereo unspecified) | 3.6% | 4.0% | 2.5% | -3.3% | -7.4%
CCOC(=O)C1CCCN(c2c(NCCCN(C)Cc3ccccc3)c(=O)c2=O)C1 (stereo unspecified) | -0.5% | 0.7% | -10.4% | 1.6% | -8.8%
CCCn1c(N)c(N(CCOC)C(=O)COC(=O)c2ccccc2NCCO)c(=O)[nH]c1=O | -2.6% | 3.2% | 7.1% | -6.8% | 4.3%
C[C@H](NC(=O)c1nc[nH]c1C(=O)N[C@@H](C)c1ccccc1)c1ccccc1 | . | 8.7% | 63.3% | 3.6% | 16.8%
O=C(COc1ncnc2c(Cl)cc(Cl)cc12)N1CCCCC1 | -13.8% | i | 11.1% | -2.5% | 3.1%
CCCCC(NC(=O)Cc1c(C)c2cc3c4c(oc3c(C)c2oc1=O)CCCC4)C(=O)O (stereo unspecified) | 15.6% | 0.6% | -0.4% | -0.6% | -1.9%
O=C(CNC(=O)c1ccc(Cl)cc1)Nc1ccccc1C(F)(F)F | 2.5% | 0.2% | 1.8% | -11.9% | -5.5%
COc1ccc(NC(=S)N(CCO)Cc2ccccc2)cc1 | -3.2% | i | 11.8% | 1.3% | -6.7%
N#C/C(=C(/O)c1ccc2c(c1)OCO2)c1nc2cc(C(F)(F)F)ccc2s1 | -1.1% | 3.7% | ? | -27.2% | -8.8%
Cc1onc(-c2ccccc2)c1C(=O)N1CCCCCC1 | -4.4% | 1.6% | -6.6% | -0.9% | 4.5%
O=C(Nc1nncs1)C12CC3CC(CC(C3)C1)C2 | 1.2% | 0.7% | -0.4% | -4.9% | 3.7%
COc1cc(C(=O)OC(C)C(=O)NC2CCCCC2C)c([N+](=O)[O-])cc1OC (stereo unspecified) | -1.8% | 0.5% | -10.9% | -1.2% | -2.3%
O=C(CCn1nc(-c2ccccc2)c2ccccc2c1=O)NCC1CCCO1 (stereo unspecified) | 1.9% | 2.4% | -6.2% | -3.1% | -3.9%
COc1ccccc1OCc1ccc(C(=O)NC(C)c2ccccc2)o1 (stereo unspecified) | 2.9% | i | 32.6% | -11.3% | 2.2%
CN1CCN(CCC(=O)N/N=C/c2cc3c(cc2[N+](=O)[O-])OCO3)CC1 | -13.6% | i | -10.3% | -10.3% | -1.3%
CCN(CC)CCNC(=O)/C(=C\c1cccn1C)NC(=O)c1cccs1 | -4.3% | i | -17.8% | 0.7% | -2.4%
COc1ccc(NC(=S)NCc2ccc(F)cc2)c(OC)c1 | -2.8% | 0.6% | . | 1.1% | 1.0%

Carrying on:
SMILES | PhoP GFP inhibition | VEEV TC-83 Vero | tuberculosis growth | influenza NS1A | H37Rv inhibition | others
CCCc1c(C)[nH]c2ccc(NC(C)=O)cc2c1=O | 12.0% | i | -2.7% | -10.1% | 4.4%
Cc1ccc2[nH]c(=O)cc(C(=O)OCC(=O)c3ccccc3)c2c1 | -3.3% | 0.5% | -18.4% | -2.4% | -1.9%
COCCN1C(=O)C(O)=C(C(C)=O)C1c1ccc(F)cc1 (stereo unspecified) | 1.3% | 0.2% | 7.9% | -6.3% | 8.3%
Cc1nn(C)c(N)c1C(O)(c1nccn1C)C(F)(F)F (stereo unspecified) | -1.1% | 0.9% | -7.0% | -6.9% | -2.6%
CCCC(C(=O)NC1CCCC1)N(CC1CCCO1)C(=O)c1snc(C(N)=O)c1N (stereo unspecified) | -0.9% | 3.0% | 5.6% | -0.5% | -2.6%
O=C(Nc1sccc1C(=O)N1CCOCC1)c1cccnc1 | 3.3% | 1.9% | 4.2% | -2.5% | -7.5%
O=C(O)c1ccccc1-c1ccc(/C=c2\sc3nc4cc(Br)cnc4n3c2=O)o1 | -31.0% | 1.3% | 22.5% | 4.1% | 0.7%
CCCc1nc(N)c(C#N)c(-c2ccco2)c1CC | 1.7% | i | 14.6% | 6.8% | 6.3%
COc1ccc(C(=O)NCc2cnn(C)c2)cc1OC1CCN(C(C)C)CC1 | -3.1% | 0.7% | 2.9% | 2.0% | -6.9%
CCC1CCCCN1C(=O)Nc1ccc(F)cc1 (stereo unspecified) | -2.2% | 3.7% | 6.0% | 6.7% | -5.7% | VEEV TC-83 Vero 10K pilot screen=0.1
CCOC(=O)N1CCC(NC(=O)c2cc(COc3ccccc3SC)on2)CC1 | -3.2% | 8.4% | 6.5% | -8.2% | 1.5%
CC(C)(C)C(=O)Nc1ccc(S(=O)(=O)N2CCC(c3nc4ccccc4[nH]3)CC2)cc1 | 8.6% | 7.0% | 35.9% | -4.4% | 24.5%

Molecules listed so far containing a nitro group on carbon:
SMILES | PhoP GFP inhibition | VEEV TC-83 Vero | tuberculosis growth | influenza NS1A | H37Rv inhibition | others
Cc1nc([N+](=O)[O-])c(C(=O)O)n1C | -1.5% | 0.4% | -2.2% | -1.2% | 0.5%
COc1cc(C(=O)OC(C)C(=O)NC2CCCCC2C)c([N+](=O)[O-])cc1OC (stereo unspecified) | -1.8% | 0.5% | -10.9% | -1.2% | -2.3%
CN1CCN(CCC(=O)N/N=C/c2cc3c(cc2[N+](=O)[O-])OCO3)CC1 | -13.6% | i | -10.3% | -10.3% | -1.3%

Random draw from the library; overall some 1.6% were active at least once.
